# Compound activity (PubChem)
# BoNT F protease – BoNT/F light chain protease inhibitors, primary screen, biochemical, flow cytometry, MLPCN library; inhibition, % at 10 µM; 360,000 compounds, 0.22% hits; Multiplex microsphere protease cleavage assay; AID 588497, 2011; Botulinum neurotoxin type F light chain protease (Clostridium botulinum); in the data active = inhibition above about 35%, passing the limit was not always enough; inconclusive = no clear call, values can overlap the other calls; also: plate controls were buffer without enzyme for full effect and enzyme alone for no effect
# Anthrax LF prot – Bacillus anthracis LF protease inhibitors, primary screen, biochemical, multiplex microsphere, MLPCN library. multiplex microsphere protease cleavage assay. inhibition, % at 10 µM. 360,000 compounds, 0.12% hits. Lethal factor (Bacillus anthracis), P15917; also: plate controls were buffer without enzyme for full effect and enzyme alone for no effect
# VHR inh abs – VHR1 phosphatase inhibitors, primary screen, biochemical, absorbance, uHTS; 290,000 compounds, 0.52% hits; AID 1654, 2009; recombinant VHR phosphatase, pNPP absorbance; inhibition, % at 13.3 µM; Dual specificity protein phosphatase 3 (Homo sapiens), P51452; in the data active = inhibition above about 50%; also: some compounds called inactive have numbers as strong as hits
# Target sequence (P51452 whole entry, looked up): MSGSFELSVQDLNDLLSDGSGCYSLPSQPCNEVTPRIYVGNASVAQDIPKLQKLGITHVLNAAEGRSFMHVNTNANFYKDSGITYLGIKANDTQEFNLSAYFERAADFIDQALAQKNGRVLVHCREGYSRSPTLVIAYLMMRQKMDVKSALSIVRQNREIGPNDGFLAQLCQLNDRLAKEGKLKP
# SSB-PriA inh – inhibitors of Klebsiella pneumoniae PriA binding to SSB C-terminal tail, primary screen, biochemical, AlphaScreen; PriA–SSB C-terminal tail interaction (Klebsiella pneumoniae); 430,000 compounds, 0.6% hits; inhibition, % at 33 µM; AID 1272365, 2023; AlphaScreen SSBct-PriA binding, biotinylated peptide; in the data active = inhibition mostly above about 37%, no sharp cut-off; inactive = mostly below about 20%;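 also: plate controls were negative control peptide for no effect and reference peptide for full effect; strong numbers were not always called active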
# Rv3671c inh – Rv3671c serine protease inhibitors, primary screen, biochemical, fluorescence polarization, M. tuberculosis H37Rv; P9WHR9; inhibition, % at 5.96 µM; 320,000 compounds, 0.048% hits; AID 2606, 2010; in the data active = inhibition above about 38%;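 also: extracellular domain of Rv3671c used as enzyme; 0% = enzyme with DMSO and 100% = no enzyme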
# Target sequence (P9WHR9 whole entry, looked up, the tested form may be a part): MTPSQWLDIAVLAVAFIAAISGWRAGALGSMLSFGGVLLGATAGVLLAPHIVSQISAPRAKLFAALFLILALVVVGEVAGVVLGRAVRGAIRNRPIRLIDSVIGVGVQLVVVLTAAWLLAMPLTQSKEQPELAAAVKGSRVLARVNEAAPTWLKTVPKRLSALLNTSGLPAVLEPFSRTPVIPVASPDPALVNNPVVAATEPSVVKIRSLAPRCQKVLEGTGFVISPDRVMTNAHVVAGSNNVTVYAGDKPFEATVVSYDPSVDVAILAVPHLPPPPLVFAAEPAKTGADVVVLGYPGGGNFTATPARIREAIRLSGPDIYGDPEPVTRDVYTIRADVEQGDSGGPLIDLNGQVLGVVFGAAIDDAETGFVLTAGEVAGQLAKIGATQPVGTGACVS
# SARS 3CLpro inh – SARS-CoV 3CLpro protease inhibitors, primary screen, biochemical, quenched FRET. Replicase polyprotein 1ab (Severe acute respiratory syndrome coronavirus), P0C6X7. recombinant SARS-CoV 3CLpro, quenched FRET peptide cleavage. inhibition, % at 6 µM. 290,000 compounds, 0.14% hits. AID 1706, 2009; in the data active = inhibition above about 12%
# BoNT A protease – BoNT/A light chain protease inhibitors, primary screen, biochemical, flow cytometry, MLPCN library. multiplex microsphere protease substrate cleavage. inhibition, % at 10 µM. Botulinum neurotoxin type A light chain protease (Clostridium botulinum A str. ATCC 3502). 360,000 compounds, 0.17% hits. AID 588499, 2011; also: plate controls were buffer without enzyme for full effect and enzyme alone for no effect
# CCHF vOTU inh – CCHFV vOTU protease inhibitors, primary screen, biochemical, Pep-AMC substrate, fluorescence. Crimean-Congo hemorrhagic fever virus L polyprotein viral ovarian tumor (vOTU) protease …. inhibition, % at 11.5 µM. 370,000 compounds, 0.55% hits; in the data active = inhibition above about 30%; also: 0% = vehicle wells with enzyme and 100% = no enzyme wells
# MazF activator – activators of E. coli MazEF toxin-antitoxin RNase, primary screen, biochemical, fluorescence, uHTS; Endoribonuclease toxin MazF (Escherichia coli (strain K12)), P0AE70; FAM/BHQ RNA-DNA oligo cleavage fluorescence, 5 h; activation, % at 20 µM; 350,000 compounds, 0.32% hits; AID 504720, 2011; in the data active = activation above about 50%
# Target sequence (P0AE70 whole entry, looked up): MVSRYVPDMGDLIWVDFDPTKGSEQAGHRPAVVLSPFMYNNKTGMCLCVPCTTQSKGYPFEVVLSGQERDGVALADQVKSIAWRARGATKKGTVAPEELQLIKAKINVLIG
# PrPC TRFRET – inhibitors of human cell surface prion protein PrPC, primary screen, cell-based, TR-FRET. Major prion protein (Homo sapiens), P04156. inhibition, % at 13.8 µM. TR-FRET read-out. 370,000 compounds, 0.43% hits. AID 720596, 2013; in the data active = inhibition above about 24%; also: 0% = median of the test wells and 100% = reference compound wells
# Starred values were filed as active, the others as inactive; ? = inconclusive; . = not tested or not shown; & = joins results of further samples. Rule as the data show it, unless noted: active = inhibition above about 30%; inconclusive = no clear call, values can overlap the other calls; inactive = below that.
no.	Compound	VHR inh abs	MazF activator	CCHF vOTU inh	PrPC TRFRET	Rv3671c inh	SSB-PriA inh	BoNT A protease	Anthrax LF prot	SARS 3CLpro inh	BoNT F protease
1	CCCC1(CCC)C(=O)NC(=NCc2ccccc2)NC1=O	24	4	-8	3	4	-13	1.0	-2	-3	9
2	CCCc1nnc(NC(=O)CCCN2C(=O)c3ccccc3C2=O)s1	24	0	-2	4	4	-1	-0.4	-2	1	-6
3	Cc1ccccc1S(=O)(=O)c1cc(C#N)c(=O)[nH]c1N	9	0	3	1	-5	0	0.3	-1	4	-6
4	Cc1ccc(S(=O)(=O)N2CC(O)C[C@H]2C(=O)OCC(=O)N2CCN(c3ccc(F)cc3)CC2)cc1C (some centres undefined)	.	1	-7	-1	.	-8	99*	97*	.	97*
5	Nc1[nH][nH]c(=O)c1N=Nc1ccccc1	.	1	12	-22	.	2	-0.2	1	.	-2
6	CC(=C1C(=O)c2ccccc2C1=O)N1CCN(c2ccc(F)cc2)CC1	36	-1	-14	3	0	0	0.9	6	0	8
7	CCOc1ccc(NC(=O)CSc2nnc(C3CC3)n2C2CC2)cc1	.	-1	2	7	-12	-10	3.1	4	.	2
8	CCOc1ccc(C(=O)Nc2c3c(nn2C(C)(C)C)CSC3)cc1OCC	17	-1	6	10	-7	2	0.2	-1	-7	-2
9	CCN(CCn1cccn1)C(=O)c1ccc(OC2CCN(C(=O)CCOC)CC2)cc1	.	3	8	-3	.	.	0.2	0	.	1
10	COc1ccccc1OCCn1cc(C(=O)O)c2ccccc21	0	3	-4	2	5	-3	0.3	-6	-1	4
11	Cc1ccc(SCC(=O)OCC(=O)N(C)CC(=O)Nc2ccc(F)cc2)cc1C	.	0	18	8	3	11	-0.3	-2	.	4
12	COc1ccc(NC(=O)CCNS(=O)(=O)c2cc(Br)ccc2Br)cc1S(N)(=O)=O	15	7	-10	5	2	-3	1.6	-3	2	-4
13	Cc1cc(C(=O)N2CCc3ccccc32)ccc1[N+](=O)[O-]	.	9	-5	-12	.	.	-0.1	-2	.	-2
14	CCC(=O)N1CCC(c2ccc(OC)cc2)=N1	2	-4	-1	-2	-9	5	0.2	-3	-1	-1
15	COc1cc2c(cc1NC(=O)c1ccc(C(C)(C)C)cc1)CCCC2	3	-1	7	6	-14	-10	-2.0	-3	0	-30
16	Cc1csc(/N=C/N(C)C)c1C#N	-15	-17	4	-5	6	.	-0.9	-5	-2	1
17	COc1ccc(C(=O)c2cc3ccc(O)cc3oc2=O)cc1	14	-11	-3	-4	-4	-4	-0.2	-1	-3	-6
18	CCCC(=O)Nc1ccccc1Sc1ncnc2scc(-c3ccccc3)c12	-8	1	29	7	-6	-3	0.1	2	-6	-4
19	CCOC(=O)Cn1cc(Cl)c(=O)c(Cl)c1	27	5	-2	5	-6	-8	?	-2	-1	?
20	Cn1cc(-c2ccc(C(=O)Nc3cccc(Oc4ccccc4)c3)c3occc23)cn1	.	.	-13	-3	.	.	-0.6	-1	.	5
21	Cc1ccc(S(=O)(=O)N2CCN(Cc3ccccc3)CC2)s1	.	-21	12	5	10	-6&-9	-0.4	5	.	-2
22	CCOc1cc(CNCc2ccccc2)ccc1OCc1ccc(Cl)cc1	.	9	9	12	-8	-5	-3.5	10	-3	-29
23	COc1ccc(/C=N/N=C/c2ccc(OC)cc2)cc1	6	-1	-7	6	.	.	-1.0	-8	-1	3
24	COc1ccc(C(CC(=O)N2CCN(c3ccccc3)CC2)c2c(OC)cc(OC)c3ccc(=O)oc23)cc1 (centres undefined)	-12	-6	-1	1	-3	14	-0.6	-1	.	-6
25	CC1CCN(C(=O)C(NS(=O)(=O)c2cccc3nsnc23)c2ccccc2)CC1 (centres undefined)	-4	3	5	-33	-3	2	0.1	-3	6	-9

no.	Compound	VHR inh abs	MazF activator	CCHF vOTU inh	PrPC TRFRET	Rv3671c inh	SSB-PriA inh	BoNT A protease	Anthrax LF prot	SARS 3CLpro inh	BoNT F protease
26	Cc1nnc(SCCC(=O)Nc2ccc(Cl)cc2)o1	-4	3	-16	-3	-6	-19	.	.	2	.
27	O=S1(=O)C=C(SCc2cccc(Cl)c2)Nc2ccccc21	41	13	-2	4	-6	-6	0.1	0	-2	-12
28	CCn1c(SCc2nc(-c3ccccc3)no2)nnc1-c1cccs1	20	4	-1	-10	6	7	0.1	2	1	3
29	O=C(NC1CCCCC1)c1cccc(COCC(F)(F)F)c1	13	4	-14	8	-4	-1	4.0	9	-1	28
30	CCOc1ncccc1C(=O)OCC(=O)c1ccc(F)cc1	2	13	-2	0	-3	-7	2.4	5	5	13
31	CCC(c1nnc(SCC(=O)Nc2ccc(C(=O)Nc3ccccc3OC)cc2)o1)N(C)C (centres undefined)	24	4	9	-4	-2	-5	-0.5	-3	1	-10
32	Cc1cnc(C(=O)NCc2ccc(F)cc2)cn1	12	4	10	0	-6	-6	0.7	4	-6	6
33	CC(C)OCCCNC(=O)c1cc2c(=O)n(C)c3ccccc3c2n1C	8	5	-1	-2	0	-12	0.3	1	2	-3
34	CN1CCN(S(=O)(=O)c2ccc(NC(=O)Cc3cccs3)cc2)CC1	-9	2	.	.	7	-10	7.6	1	-4	10
35	O=C(COC(=O)c1n[nH]c2ccccc12)NC(=O)NC1CCCC1	0	-3	-5	1	1	-13	0.0	-2	-1	-5
36	COC(=O)c1sccc1NC(=O)Nc1ccccc1OC	19	3	9	-3	-6	-15	-2.8	0	6	-5
37	COc1ccccc1NS(=O)(=O)c1ccc(O)c(C(=O)OCC(=O)N2c3ccccc3CC2C)c1 (centres undefined)	17	-2	2	11	-19	-7	-1.1	-9	3	-3
38	Cc1cc(N2CCN(Cc3nc(-c4ccc(Cl)cc4)oc3C)CC2)cc(C)n1	18	-3	-4	-5	-2	-7	1.0	-1	-2	2
39	CSc1ccccc1C(=O)Nc1ccc2c(c1)OCO2	9	1	-3	0	4	-8	1.2	-4	2	3
40	O=C(NC1CCCCC1)C1CCN(C(=O)c2ccc(Cl)cc2)CC1	8	5	8	-5	-1	-8	-1.1	-2	-7	1
41	CC(=O)N1[C@H](C)C=C[C@]1(Cc1ccccc1)C(=O)NCc1cc(F)cc(C(F)(F)F)c1	5	2	6	4	7	7	-0.3	2	0	-2
42	CCOC(=O)NC(=O)CSc1nnnn1-c1ccc(C)cc1	16	-2	0	5	-1	-14	0.6	1	0	10
43	CCC(=O)c1ccccc1OCCN1CCN(Cc2ccccc2)CC1	14	12	7	-5	-8	-2	0.2	4	3	6
44	Cc1cccc(NC(=S)N2CCC(c3nc4ccccc4o3)CC2)c1	4	2	6	3	7	3	0.9	12	1	5
45	COc1ccc(-c2cc(C(=O)N3CCOCC3)no2)cc1OC	29	-2	18	4	12	-5	-0.3	-1	-8	1
46	Cc1cc(C)nc(NS(=O)(=O)c2ccc(NC(=O)C3CC3)cc2)n1	-8	6	-2	0	10	-13	-3.7	-7	0	-9
47	O=C(O)c1ccc(/C=C(\c2nc3ccccc3[nH]2)c2nc3ccccc3s2)cc1	0	9	18	-18	-2	0	0.4	6	2	5
48	CCC1(c2ccccc2)NC(=O)N(CC(=O)Nc2cccc(S(=O)(=O)N3CCCC3)c2)C1=O (centres undefined)	.	4	8	4	0	8	0.0	-6	.	-8
49	CCC(C)(C)C(=O)Nc1ccc(OC)cc1[N+](=O)[O-]	30	1	.	.	-2	1	-0.6	0	6	-5
50	Cc1ccc(S(=O)(=O)N2CCOCC2)cc1NC(=O)CN(C)C1CCS(=O)(=O)C1 (centres undefined)	15	-4	-5	2	-1	2	0.1	-3	0	-2

no.	Compound	VHR inh abs	MazF activator	CCHF vOTU inh	PrPC TRFRET	Rv3671c inh	SSB-PriA inh	BoNT A protease	Anthrax LF prot	SARS 3CLpro inh	BoNT F protease
51	Nc1nc(CSC(=S)N2CCN(c3ccccc3)CC2)nc(Nc2ccccc2)n1	-9	-31	6	5	-11	-8	-0.3	-2	-3	-7
52	Cc1ccc(C)c(OCc2cc(C(=O)N(C)Cc3nccs3)no2)c1	7	-13	1	-2	0	-9	-3.3	-5	-5	-7
53	CC1CCN(c2ccccc2NC(=S)NC(=O)c2ccc(-c3cccc([N+](=O)[O-])c3)o2)CC1	-4	11	14	4	-2	-13	0.7	-2	5	2
54	COc1cc(/C=C(\C#N)c2nc(-c3cc4ccccc4oc3=O)cs2)ccc1O	18	-40	4	-1	-6	-5	3.7	3	6	0
55	Cc1ccc(NC(=O)c2cccc(N3C(=O)CCC3=O)c2)nc1	29	5	9	2	2	4	0.2	4	1	1
56	CC(NC(=O)COC(=O)CNS(=O)(=O)/C=C/c1ccccc1)c1ccccc1 (centres undefined)	.	1	11	7	-2	-2	3.4	3	.	3
57	CC(=O)Nc1cccc(S(N)(=O)=O)c1C	32	-17	1	-4	-4	2	1.2	0	0	4
58	CCn1c(COc2cccc3cccnc23)nnc1SCC(=O)O	29	5	1	-2	-1	-10	-0.2	0	-6	-4

# Some of the compounds tested; count on the stated rates, not on these rows.
